# High-throughput results deposited in PubChem by National Center for Advancing Translational Sciences (NCATS).
# PTAP TSG101 blk = qHTS Assay for Iinhibitors of HIV-1 Budding by Blocking the Interaction of PTAP/TSG101 | Fluorescence polarization, FITC-PTAP peptide / Tsg101 binding | Potency, µM (series often up to 115 µM), for inactives: at the highest dose activity change, negative = inhibition, usual class: inhibitors | 340,000 tested, under 10 active | AID 493005, 2010; active means well fitted inhibition curve with a large enough effect in the main read-out, with a control signal flat, not every such curve was filed as active; inconclusive means small, poorly fitted or top-dose-only effect, or effect the other way, or a change in a side signal; inactive means no such curve, though single readings can be large or run the other way; further: potency means the concentration at half of the fitted maximal effect; % of control where 0% means no effect
#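 Fluorescence polarization binding of Tsg101 binding domain (10 uM final) to FITC-labeled PTAP peptide (50 nM final) in HEPES pH 7.5 buffer with NaCl, Tween 20, EDTA, TCEP. Compounds added before peptide; binding 20 min at RT.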
# A-T KAP1 phos = qHTS Assay for Identifying a Potential Treatment of Ataxia-Telangiectasia; 320,000 compounds, 0.19% hits; […] A-T fibroblasts, KAP-1 phosphorylation AlphaLISA; neocarzinostatin DNA damage 30 min before lysis; Potency, µM (doses to about 57.5 µM), for the others: at the highest dose activation, actives largely listed as activators; further: potency means the concentration at half of the fitted maximal effect; % of control where 0% means no effect; nearly all actives have a fitted effect of over 45% in size
#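 ATM-like activity read as KAP-1 phosphorylation via AlphaLISA donor/acceptor antibody pairs after lysis and 6 hr at 25C. Cells were ATM-null patient fibroblasts ([…], hTERT), dosed 60 min, then exposed to the DSB inducer NCS for 30 min.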
# TCR act = Activators of T cell receptors: qHTS campaign; primary human leukocytes, anti-CD3, IL-2 HTRF, 48 h; Potency, µM (top dose mostly 9.22 µM), without a hit: at the top dose activation of IL-2 secretion, hits mostly activators; AID 504894, 2011; 330,000 tested, under 10 active; further: % of control where 0% means no effect
#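 48 hr co-incubation of compounds, a-CD3 beads and primary human leukocytes; IL-2 quantified homogeneously by HTRF with anti-IL-2 K and d2 conjugates.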
# BRCA1 expr up = qHTS Assay to Identify Small Molecule Activators of BRCA1 Expression; Potency, µM (doses to about 46.1 µM), inactives show at the highest dose activation, most hits filed as activators; AID 624202, 2012; MCF7-BRCA1-FFLuc reporter, luminescence, 48 h; response scale: scaled: vehicle 0%, 10 µM genistein 100%; 380,000 compounds, 1.1% hits; further: potency means the concentration at half of the fitted maximal effect; nearly all actives have a fitted effect of over 80% in size; some results filed as inactive show a strong effect at the top dose
#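 MCF7-BRCA1-FFLuc cells, 2000/well in phenol-red-free MEM, attached 2 h then treated 48 h at 37 C. Luciferase luminescence read 15 min after reagent; normalized to genistein maximum activation (10microM) and DMSO, concentration-response fitted.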
# CXXC DNA block = qHTS Fluorescence Polarization Assay for Inhibitors of MLL CXXC domain - DNA interaction | Histone-lysine N-methyltransferase 2A (Homo sapiens), Q03164 | MLL-CXXC / FITC-HOXA9 DNA fluorescence polarization | Potency, µM (top dose mostly 115 µM), for the others: top-dose activity change, negative = inhibition, usual class: inhibitors | 290,000 compounds, 0.037% hits | AID 2662, 2010; active means well fitted inhibition curve with a large enough effect in the polarisation, with a control signal flat, not every such curve was filed as active; inconclusive means small, poorly fitted or top-dose-only effect, or effect the other way, or a change in a side signal; inactive means no such curve, though single readings can be large or run the other way; the % refers to the polarisation; further: potency means the concentration at half of the fitted maximal effect
#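 Purified MLL-CXXC (added from a 7 uM solution) was preincubated 5 min at ambient with pinned compounds in 50 mM Tris-HCl pH 7.5, 50 mM NaCl, 1 mM DTT, 0.05% BSA. Fluorescein-labeled HOX-A9 DNA (50 nM solution) followed, 30 min, then polarization read.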
# ELG1 repair inh = qHTS screen for small molecules that inhibit ELG1-dependent DNA repair in human embryonic kidney (HEK293T) cells expressing luciferase-tagged ELG1; HEK293T ELG1-luciferase reporter, luminescence, 16 h; DNA damage induced by 5-fluorouridine; Potency, µM (titrated, usually from 46.1 µM), without a hit: at the highest dose activity change, negative = inhibition, actives largely listed as inhibitors; 330,000 compounds, 2.3% hits; AID 504467, 2011; further: potency means the concentration at half of the fitted maximal effect; on the % scale 0 is the no-effect control and ±100 the full control effect; nearly all actives have a fitted effect of over 55% in size
#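 5-Fluorouridine DNA damage + compound/DMSO, 2,000 cells/well, 16 h, 37 °C/5% CO2. ONE-Glo, 30 min RT, luminescence. Readout = decrease in reporter signal.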
# TRPV1 ag = HTS Assay for Compounds that Act as Agonists of the Vanilloid Receptor 1; activation, % at 8.33 µM; 320,000 compounds, 0.19% hits; Transient receptor potential cation channel subfamily V member 1 (Homo sapiens), Q8NER1; AID 540275, 2011; TRPV1-expressing cells, Fluo-8 calcium influx, agonist mode; in the data active means activation above about 80%; inconclusive means between about 30% and that limit; further: 0% is about no effect
# Target sequence (Q8NER1 whole entry, looked up): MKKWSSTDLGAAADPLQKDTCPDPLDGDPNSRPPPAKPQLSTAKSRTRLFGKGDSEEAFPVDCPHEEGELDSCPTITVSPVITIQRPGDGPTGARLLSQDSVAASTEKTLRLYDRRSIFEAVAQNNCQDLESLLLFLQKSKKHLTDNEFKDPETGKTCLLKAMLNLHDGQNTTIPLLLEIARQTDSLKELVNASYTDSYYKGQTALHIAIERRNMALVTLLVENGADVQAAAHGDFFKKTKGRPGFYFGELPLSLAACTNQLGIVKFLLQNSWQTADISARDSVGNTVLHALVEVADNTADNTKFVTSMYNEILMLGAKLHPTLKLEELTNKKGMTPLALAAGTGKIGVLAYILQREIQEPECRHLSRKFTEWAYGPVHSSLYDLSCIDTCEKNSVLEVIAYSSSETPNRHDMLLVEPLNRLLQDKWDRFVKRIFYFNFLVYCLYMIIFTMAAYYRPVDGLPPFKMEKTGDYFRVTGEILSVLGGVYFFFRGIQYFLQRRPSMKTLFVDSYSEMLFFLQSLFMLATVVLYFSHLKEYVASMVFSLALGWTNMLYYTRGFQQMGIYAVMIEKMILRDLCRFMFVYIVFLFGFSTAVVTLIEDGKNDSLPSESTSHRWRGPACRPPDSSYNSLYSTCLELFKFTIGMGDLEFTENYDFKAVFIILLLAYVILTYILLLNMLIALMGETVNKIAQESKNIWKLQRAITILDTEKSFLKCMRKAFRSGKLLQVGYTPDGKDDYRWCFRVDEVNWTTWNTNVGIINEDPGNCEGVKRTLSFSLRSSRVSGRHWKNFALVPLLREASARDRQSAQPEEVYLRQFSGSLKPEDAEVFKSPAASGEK
#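 Cells expressing TRPV1 were dye-loaded with Fluo-8 and read kinetically: 10 s baseline, 3 min after compound (agonist portion), then 2 min after EC20 capsaicin (allosteric enhancer portion). Calcium-bound dye fluorescence at 480/520 nm.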
# B2AR arrestin = qHTS assay of beta-arrestin-biased ligands of beta2-adrenergic receptor; Beta-2 adrenergic receptor (Homo sapiens), P07550; beta-arrestin recruitment to beta2AR, cell-based reporter; Potency, µM (highest dose often 46.1 µM), inactives show at the top dose activation, most hits filed as activators; 330,000 compounds, 0.02% hits;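 further: potency means the concentration at half of the fitted maximal effect; 0% = DMSO controls and full agonism = EC100 isoproterenol or metaproterenol; nearly all actives have a fitted effect of over 65% in size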
# a7 integrin act = qHTS for Activators of Integrin-Mediated Alleviation for Muscular Dystrophy | alpha7betagal myoblasts, beta-gal FDG fluorescence, 48 h | Potency, µM (highest dose often 38.3 µM), for inactives: top-dose activation, usual class: activators | 350,000 compounds, 0.064% hits | AID 624291, 2012;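 further: potency means the concentration at half of the fitted maximal effect; 100% = response of the positive control SU9516; nearly all actives have a fitted effect of over 60% in size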
#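 Alpha7betagal+/- myoblasts (passage 13) were plated 16-24 hr, then exposed to compounds (1:260 dilution of DMSO stock) for 48 hours at 37C. After MPER lysis, β-galactosidase reporter activity was read as FDG fluorescence (ex 480/em 540) after 30 minutes.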
# p53 reactivator = qHTS assay for re-activators of p53 using a Luc reporter. H1299 p53-A138V BP100-luciferase reporter, luminescence, 24 h. Potency, µM (top dose mostly 92.2 µM), for inactives: top-dose activity change, positive = activation, usual class: activators. 320,000 compounds, 0.063% hits; further: potency means the concentration at half of the fitted maximal effect; % of control where 0% means no effect; nearly all actives have a fitted effect of over 45% in size
#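 p53-null H1299 cells stably carrying temperature-sensitive p53-A138V and a BP100-luciferase reporter were pinned with compounds (4-point, 1:5 series) and held 24 hrs at 37 deg C. Luminescence was read 10 min after detection reagent.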
# * hit, by the source's call; ? = inconclusive; nt = no result given; [ ] = remark or other dose. Unless noted, the call rests on the fitted dose curve; in most records, active means well fitted curve in the direction sought with a large enough effect; inconclusive means small, poorly fitted or top-dose-only effect, or another doubt; inactive means no such curve, though single readings can be large; an effect the other way counts as inactive or inconclusive.
SMILES,PTAP TSG101 blk,A-T KAP1 phos,TCR act,BRCA1 expr up,CXXC DNA block,ELG1 repair inh,TRPV1 ag,B2AR arrestin,a7 integrin act,p53 reactivator
Cc1ccc(NS(=O)(=O)c2ccc3[nH]c(=O)[nH]c3c2)cc1,0%,-6%,2%,11%,0%,18%,-5,0.2%,8%,-6%
CCC(C)NC(=O)c1cc(-c2ccccc2O)on1 (centres undefined),0%,13%,-1%,?,-2%,?,nt,0.1%,20%,?
COCCn1c(SCC(=O)N2CCCc3ccccc32)nnc1-c1ccco1,nt,-8%,nt,2%,9%,-3%,-10,-0.1%,4%,?
Cc1cccc(C(=O)OCC(=O)Nc2ccc(F)cc2)c1,-1%,0%,-1%,6%,19%,-9%,?,-0.2%,9%,5%
COc1cccc(CNCCSc2nnnn2C)c1OC,3%,-1%,6%,11%,19%,8%,-4,0.2%,8%,0%
CCOC(=O)N1CCN(C(=O)CCSCCc2ccncc2)CC1,-10%,0%,6%,-18%,7%,-3%,0,-0.8%,-18%,?
Cc1cccc2cc(COC(=O)c3cccc([N+](=O)[O-])c3)c(=O)[nH]c12,0%,12%,-5%,-7%,-1%,?,3,0.5%,-8%,3%
CCCc1cc(C(=O)N/N=C/c2ccc(C)o2)c2ccccc2n1,0%,-8%,9%,-31%,-1%,7%,1,0.1%,12%,-1%
CCCCOC(=O)c1ccc(NC(=O)COC(=O)C2CSC3(C)CCC(=O)N23)cc1 (centres undefined),-3%,2%,4%,77%,nt,?,29,-0.5%,-20%,14%
O=C(/C=C/c1ccc2c(c1)OCO2)NCCCN1CCOCC1,0%,-13%,-17%,37%,16%,12%,0,-0.4%,20%,3%

# Looked up above:
# Reading for CCOC(=O)N1CCN(C(=O)CCSCCc2ccncc2)CC1 under B2AR arrestin: -0.8%
# Reading for O=C(/C=C/c1ccc2c(c1)OCO2)NCCCN1CCOCC1 under ELG1 repair inh: 12%
# Reading for Cc1cccc(C(=O)OCC(=O)Nc2ccc(F)cc2)c1 under TCR act: -1%

# Part of the list above, with each value named.
Cc1cccc2cc(COC(=O)c3cccc([N+](=O)[O-])c3)c(=O)[nH]c12
  PTAP TSG101 blk: 0%
  A-T KAP1 phos: 12%
  TCR act: -5%
  BRCA1 expr up: -7%
  CXXC DNA block: -1%
  ELG1 repair inh: ?
  TRPV1 ag: 3
  B2AR arrestin: 0.5%
  a7 integrin act: -8%
  p53 reactivator: 3%
CCCc1cc(C(=O)N/N=C/c2ccc(C)o2)c2ccccc2n1
  PTAP TSG101 blk: 0%
  A-T KAP1 phos: -8%
  TCR act: 9%
  BRCA1 expr up: -31%
  CXXC DNA block: -1%
  ELG1 repair inh: 7%
  TRPV1 ag: 1
  B2AR arrestin: 0.1%
  a7 integrin act: 12%
  p53 reactivator: -1%
CCCCOC(=O)c1ccc(NC(=O)COC(=O)C2CSC3(C)CCC(=O)N23)cc1 (centres undefined)
  PTAP TSG101 blk: -3%
  A-T KAP1 phos: 2%
  TCR act: 4%
  BRCA1 expr up: 77%
  CXXC DNA block: nt
  ELG1 repair inh: ?
  TRPV1 ag: 29
  B2AR arrestin: -0.5%
  a7 integrin act: -20%
  p53 reactivator: 14%

# (cont.)
SMILES,PTAP TSG101 blk,A-T KAP1 phos,TCR act,BRCA1 expr up,CXXC DNA block,ELG1 repair inh,TRPV1 ag,B2AR arrestin,a7 integrin act,p53 reactivator
CCOc1ccc(N(CC(=O)NC2CCCCCC2)S(=O)(=O)c2ccccc2)cc1,0%,17%,-1%,-5%,8%,-13%,0,0.3%,0%,?
COc1ccc(S(=O)(=O)NCCc2ccccn2)cc1,0%,-1%,3%[46.1 µM],-1%,nt,4%,nt,-0.9%,5%,-5%
CCOc1ccccc1NC(=O)Cn1c(=O)c(OCC)nc2cnccc21,-3%,3%,-7%,-7%,2%,1%,1,-1.3%,-22%,1%
Cc1ccc(S(=O)(=O)Nc2nc3ccccc3nc2N2CCc3ccccc3C2)cc1,0%,-4%,6%,-50%,5%,0%,-7,0.0%,-45%[inhibitor],18%
CN1C(=O)c2ccccc2Sc2ccc(NC(=O)N3CCOCC3)cc21,-3%,3%,29%,-2%,3%,-9%,?,-0.3%,-24%,-8%
CC(=O)c1ccc(N2CCN(C(=S)Nc3ccccc3C(F)(F)F)CC2)cc1,1%,2%,-8%,-56%,-3%,?,20,-0.5%,-42%,-3%
CCOC(=O)c1ccc(NC(=O)NC2CC3CCC(C2)N3C(=S)NC)cc1 (centres undefined),-1%,1%,-3%,-18%,-5%,13%,1,-0.1%,12%,1%
C/C(=N\NC(=O)C(=O)Nc1cccc(Cl)c1)c1ccncc1,-1%,0%,6%[46.1 µM],-4%,16%,2%,4,-1.5%,-28%,-2%
CC(=O)c1cccc(NC(=S)Nc2ccc(F)cc2)c1,-4%,24%,2%,-6%,-2%,-3%,19,-0.4%,9%,2%
COC(=O)Cn1nc(-c2ccccc2)n(-c2ccccc2)c1=S,-2%,-1%,-2%,0%,4%,-1%,nt,-0.7%,23%,2%
CCN(CC(=O)NCc1cccs1)S(=O)(=O)c1ccc(F)c(F)c1F,2%,8%,nt,-5%,nt,0%,-1,0.1%,-25%,11%
Cc1c(C(=O)NCCCN2CCCC2=O)oc2ccccc12,1%,2%,0%,62%,-6%,?,2,0.2%,4%,29%
Cc1ccc(NC(=O)C(Nc2ccccc2)c2ccccc2)cc1 (centres undefined),-1%,6%,-9%[46.1 µM],-8%,6%,4%,?,9.5%,14%,17%
COc1ccc(-n2nc(C(=O)NCC(=O)N3CCN(c4ccccn4)CC3)c3ccccc3c2=O)cc1OC,3%,3%,5%,-8%,7%,-29%,-4,0.0%,-14%,-2%
Cc1ccc(/C=N/NC(=O)C2CC(=O)N(c3ccccc3)C2)s1 (centres undefined),-1%,3%,0%[46.1 µM],-57%,-1%,6%,-2,-0.7%,27%,23%
CCOC(=O)c1sc(NC(=O)CC)nc1C,0%,7%,-1%,19%,-3%,13%,2,-0.2%,9%,7%
O=C(Nc1nc2ccccc2s1)C1CCCN1S(=O)(=O)c1ccc(Cl)cc1 (centres undefined),4%,10%,0%,-9%,13%,?,2,-0.1%,9%,7%
CCN1CCN(CC(=O)c2c[nH]c3ccc(C)cc23)CC1,-4%,-1%,2%,12%,4%,11%,1,-0.2%,-15%,0%
COc1cc(C2c3sc(=O)[nH]c3SC3C4CCC(C4)C23)ccc1O (centres undefined),-3%,0%,6%,-24%,16%,-3%,-1,0.4%,-10%,-1%
NC(=O)C1=C[C@H](c2ccc(Br)cc2)C[C@H](OCc2ccc(CO)cc2)O1,0%,0%,0%,?,-30%,?,1,0.0%,25%,17%
COc1ccc(Cl)cc1NC(=O)CN(C)C(=O)COc1ccccc1F,-6%,0%,-5%,-29%,8%,-2%,28,-0.6%,25%,0%
O=C(c1ccco1)N1CCN(C(c2ccccn2)c2nnnn2C2CCCC2)CC1 (centres undefined),-6%,-2%,4%[46.1 µM],3%,-8%,?,4,7.6%,-14%,?
Cc1ccc(S(=O)(=O)N2CCC(C(=O)NNS(=O)(=O)c3ccc(Cl)cc3)CC2)cc1,-11%,7%,nt,-3%,-9%,-3%,1,-0.4%,3%,6%
O=C(CN1CCN(c2ccccc2)CC1)Nc1ccccc1C(F)(F)F,-9%,-2%,-4%,-18%,1%,-11%,26,-0.1%,10%,-2%
COc1ccc(C(=O)N/N=C/c2ccc(OC)c(CN3CCc4cc(OC)c(OC)cc4C3C)c2)cc1 (centres undefined),1%,0%,nt,-41%,34%[activator],?,9,-0.1%,-32%,8%
CCOc1cc(C2C(C(=O)O)c3cc(OCC)c(OCC)cc3C(=O)N2C)ccc1O (centres undefined),-3%,3%,-3%,2%,-7%,7%,-6,-0.2%,-21%,4%
COc1ccc(-c2csc(NC(=O)c3ccc(C(C)(C)C)cc3)c2C(=O)O)cc1,2%,nt,2%,-7%,nt,nt,nt,nt,3%,nt
CN(CC(=O)NNC(=O)Cc1ccccc1F)S(=O)(=O)c1ccc(Cl)cc1,-1%,-1%,0%,-4%,nt,-17%,-5,-0.4%,30%,-6%
COc1ccc2c(c1)C(=O)N(c1ccccc1C)C(=O)C2(C)C,-3%,15%,1%,-40%,1%,-16%,8,0.2%,-17%,-1%
